697 NFkB inh: inhibitors of the PMA/ionomycin-induced NF-kB reporter in 697 B cells; 697 B-cell NF-kB luciferase reporter, 16 h; inhibition, % at 4 µM; 0.33% of 330,000 active; in the data active means inhibition above about 35%
APJ agonist: agonists of human APJ apelin receptor. activation, % at 20 µM. CHO-K1 APJ PathHunter beta-arrestin, luminescence; 0% DMSO wells, 100% apelin. AID 2520. P35414. 0.11% of 330,000 active;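 active means activation more than six SD over the plate average, tested at 20 µM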;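 further: 0% = DMSO alone and 100% = apelin-13 at 10 nM; some results filed as inactive read as strong as hits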
Target sequence (P35414 whole entry, looked up): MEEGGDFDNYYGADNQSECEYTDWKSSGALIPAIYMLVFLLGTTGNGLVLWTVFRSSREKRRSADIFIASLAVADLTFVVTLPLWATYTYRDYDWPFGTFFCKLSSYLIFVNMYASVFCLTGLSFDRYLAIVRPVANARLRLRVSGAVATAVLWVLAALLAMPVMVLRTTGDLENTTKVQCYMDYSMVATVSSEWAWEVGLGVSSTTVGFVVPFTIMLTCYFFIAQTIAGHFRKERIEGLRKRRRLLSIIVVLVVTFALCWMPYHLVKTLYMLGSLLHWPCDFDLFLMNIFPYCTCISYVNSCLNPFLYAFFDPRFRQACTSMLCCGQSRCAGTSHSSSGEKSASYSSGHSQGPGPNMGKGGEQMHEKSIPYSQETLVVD
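Assay system: CHO-K1 APJ beta-arrestin complementation cell line / Compound: single test compound dose, 20 µM final, 1% DMSO / Times: overnight seeding, 90 min compound at 25 °C, 1 h detection / Technique: beta-gal luminescence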
APJ antagonist: blocks the human apelin receptor APJ | CHO-K1 APJ beta-arrestin complementation, luminescence | inhibition, % at 20 µM | 0.32% of 330,000 active;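 active means inhibition above about 40% at 20 µM, limit read from the data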;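 further: cells challenged with 10 nM apelin-13 agonist together with compound; plate controls were apelin-13 plus DMSO wells for no effect and DMSO wells lacking apelin-13 for full effect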
Mdm2 MdmX PPI: disrupts the human Mdm2-MdmX interaction | O15151+Q00987 | SaOS-2 split-luciferase Mdm2/MdmX complementation, luminescence | inhibition, % at 8 µM | 3% of 330,000 active;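 active means inhibition of at least 50% at 8 µM in the primary screen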
tim23-1 inh: inhibits growth of tim23-1 mutant yeast; S. cerevisiae tim23-1 growth, BacTiter-Glo luminescence, 24 h; inhibition, % at 20 µM; 1.3% of 330,000 active;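 active means growth inhibition of the mutant yeast at or above 50%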;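 further: temperature-sensitive mutant grown at 25 °C; plate controls were DMSO-treated mutant yeast for no effect and medium wells lacking yeast for full effect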
UPR XBP1 act: activators of adaptive arm of unfolded protein response (XBP1) | CHO-XBP1 luciferase reporter, IRE1-XBP1 UPR activation, luminescence; percent of tunicamycin response, DMSO as zero | activation, % at 20 µM | 0.33% of 330,000 active;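 active means versus positive control, 20 µM dose yields 30% or more activation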;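 further: 100% = tunicamycin at 10 µg/mL and 0% = DMSO only wells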
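Material – CHO cell line with stable XBP1 luciferase reporter · Buffer or medium – F12 plus 10% FBS · Compound – single point, 20 µM final compound, 1% DMSO · Schedule – 16-18 h cell attachment at 37 °C, then 6 h compound exposure · Signal – Steady-Glo luminescence read · Benchmarks – high control tunicamycin 10 µg/mL final, low control DMSO vehicle only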
UPR CHOP act: apoptotic UPR (CHOP) activation. 0.34% of 330,000 active. AID 449763. CHO-CHOP luciferase reporter, luminescence; percent of tunicamycin response over DMSO baseline. activation, % at 10 µM;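 active means at 10 µM dose, activation of 40% or more, normalized to positive control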;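 further: 100% = tunicamycin at 10 µg/mL and 0% = DMSO alone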
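Assay system: CHO cells with stable CHOP pathway luciferase reporter; Buffer or medium: F12 plus 10% serum; Times: 16-18 h cell attachment, then 6 h compound exposure, 37 °C; Signal: luciferase luminescence; Read-out basis: percent activation relative to tunicamycin control; Control set: tunicamycin high control, DMSO low control.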
Jurkat NFkB inh: inhibitors of the PMA/ionomycin-induced NF-kB reporter in Jurkat cells; PMA/ionomycin-induced NF-kB luciferase reporter, luminescence; AID 435003; 0.53% of 330,000 active; inhibition, % at 4 µM; in the data active means inhibition above about 50%
Starred values were filed as active, the others as inactive; x = not tested or not shown. Rows were taken by chance (roughly 5% active in at least one column).

SMILES,697 NFkB inh,APJ agonist,APJ antagonist,Mdm2 MdmX PPI,tim23-1 inh,UPR XBP1 act,UPR CHOP act,Jurkat NFkB inh
CN(C(=O)CN1CCC(NC(=O)c2ccccc2Br)CC1)C1CCCCC1,17,-2,-12,-18,3,4,0.2,17
CCNc1c(NC(=O)c2cccs2)c(=O)oc2ccccc12,8,-1,19,13,7,-2,-0.2,9
O=C(O)C1=C[C@@H](c2ccccc2)C[C@@H](OCCCCO)O1,14,3,8,14,12,-2,2.1,-3
O=C(Nc1ccc(-n2ccc(C(F)(F)F)n2)cc1)Nc1cccc(Cl)c1,-39,12,-15,80*,35,9,16,-32
CN(C)S(=O)(=O)c1ccc(C(=O)OCCN=C2NS(=O)(=O)c3ccccc32)cc1,16,0,13,23,15,-1,0.3,0
O=C(NCC1CCCO1)c1ccc2c(c1)S(=O)(=O)c1ccccc1C2=O (centres undefined),10,9,-23,-10,7,4,-0.2,6
COc1cccc(CN2CCNC(=O)C2CC(=O)NCCOc2cccnc2)c1OC (centres undefined),1,3,12,4,10,-1,-1.7,-4
CCn1c(=O)cc(NC2=NCC(C)CN2c2cccc(Cl)c2)n(C)c1=O (centres undefined),13,-10,62*,2,19,9,-0.5,7
O=C(CCN1C(=O)c2ccccc2C1=O)Oc1ccc2ccccc2c1,12,2,-7,10,30,1,-0.4,-12
COc1cccc(CNC(=O)CCC(=O)n2ncc3cc(C)ccc32)c1OC,8,-2,1,0,11,0,2.7,6
O=C(CSc1nnc(-c2ccco2)n1Cc1ccccc1)OC1CCCCC1,-84,-9,14,-207,27,1,3.6,-64
COC(=O)c1ccc2nc(C(F)(F)F)[nH]c2c1,2,2,6,5,2,1,3.5,9
CCOC(=O)c1cnc2c(C)cccc2c1NCCCN1CCOCC1,-13,4,-5,9,-7,-5,-0.9,-1
CCOP(=O)(OCC)C(Nc1ccccc1)c1ccco1 (centres undefined),-1,-1,-4,-28,31,-5,-0.2,-6
CC1CCCCC1NC(=S)NC(=O)c1sc2ccccc2c1Cl (centres undefined),1,-1,1,9,6,2,0.1,-9
Cc1cc(NC(=O)C2CC(=O)N(c3ccc(Cl)cc3)C2)no1 (centres undefined),12,2,-6,7,5,-1,0.0,14
O=C(CSc1nc2ccsc2c(=O)n1NC(=O)c1ccccc1)NCc1ccco1,-2,-1,11,-23,0,2,2.5,-12
COc1ccccc1CNC(=O)c1cccc2c1C(=O)N(Cc1cccnc1)C2,-6,-5,10,-4,12,-1,0.0,-5
O=C(CCCCCN1C(=O)c2cccc3cccc(c23)C1=O)NCCO,-7,1,11,8,18,0,-0.7,-11
Cc1ccc(NC(=O)CSc2n[nH]c(-c3cccnc3)n2)c(Br)c1,-7,4,-19,-3,5,-1,1.0,12
CCn1c(NC(=O)C(C)C)c2ccccc2nc1=O,-8,-3,-22,-17,-1,3,0.2,-5
NS(=O)(=O)c1ccc(CCNC(=O)C(c2ccccc2)c2ccccc2)cc1,24,0,19,-4,2,-1,-0.8,4
Cc1c(CCOC(=O)c2ccc(Cl)cc2Cl)sc[n+]1CC(=O)c1ccccc1,-3,-9,-12,32,1,5,1.1,-7
O=C(CN1N=C(c2ccccc2)CCC1=O)NCc1cccs1,16,0,0,18,9,1,1.3,5
O=C(O)CSc1nnc(-c2ccc(Cl)cc2)n1-c1ccccc1,-3,-3,-20,24,5,6,0.6,-7
CCn1c(COc2ccc3c(c2)OCO3)nnc1SCC(=O)O,13,-2,4,0,-11,-2,0.7,12
C#CCOCCOCCOCCNc1nc(N2CCN(C(=O)[C@H](CCC(=O)O)n3cc(C(N)CC(C)C)nn3)CC2)nc(N2CCN(C(=O)[C@H](CCC(=O)O)n3cc(C(N)[C@H](C)CC)nn3)CC2)n1 (some centres undefined),13,-5,11,-2,9,-1,1.7,-6
CCOc1cc(C2CC(=O)NC(SCC)=C2C#N)ccc1O (centres undefined),16,6,17,2,18,0,0.8,1
COc1ccc(Cn2nnc3c(C)n[nH]c(=O)c32)cc1,1,-5,2,12,-1,-2,-2.1,-1
O=C(c1cc2ccccc2oc1=O)N(Cc1cccs1)Cc1cccs1,2,-5,9,2,26,3,1.6,-5
CCOC(=O)C1=C(C)OC(N)=C(C#N)C1c1cc(Cl)c(OCC(N)=O)c(OC)c1 (centres undefined),-28,3,-12,4,11,-2,-1.4,4
O=C(NNC(=O)C12CC3CC(CC(Br)(C3)C1)C2)c1ccccc1F,44*,-1,-5,-9,12,4,2.9,3
O=C(Nc1ccc(Oc2ccc(C(F)(F)F)cn2)c(Cl)c1)C1CC1,-13,-1,-18,-9,23,0,1.0,11
c1ccc(CCN2CCN(c3ncnc4c3cnn4-c3ccccc3)CC2)cc1,6,1,-3,-22,42,1,1.2,11
CN(C)S(=O)(=O)c1ccc(NC(=O)N2CCN(c3ccccc3Cl)CC2)cc1,-1,-1,-5,24,2,-1,1.5,-7
O=C(COc1ccc2c(C(F)(F)F)cc(=O)oc2c1)NCc1cccs1,4,-1,3,5,-5,-1,1.5,-1
CCN(CC)CCN(C(=O)c1ccc(S(=O)(=O)N2CCOCC2)cc1)c1nc2cc3c(cc2s1)OCCO3,-24,-2,8,5,14,-3,4.3,-51
COC(=O)c1cc(OC)c(OC)cc1NC(=O)Nc1ccc(OC)cc1OC,20,-5,-10,15,21,-1,0.0,-4
CCOC(=O)C1CCCN1C(=O)c1ccc(OC)c(Br)c1 (centres undefined),-7,-2,-31,-6,22,0,0.3,-9
Cn1c(=O)c2c(SCC(=O)N3CCCc4ccccc43)nc(C3CC3)nc2n(C)c1=O,23,4,4,44,2,0,2.7,9
Cc1ccc(N=C2NC(=O)/C(=C\c3ccc(C)s3)S2)cc1,-11,-3,4,25,26,5,4.9,1
COCCCNC(=O)c1ccc(CN2CCc3ccccc3C2)cc1,-3,-3,15,-5,8,1,1.0,2
O=C(OCc1ccco1)c1ccc(S(=O)(=O)N2CCCCC2)cc1,-7,-4,19,16,15,-2,-1.0,-10
Cc1ccccc1NC(=O)CN1C(=O)N/C(=C\c2cccn2-c2cccc(C(=O)O)c2)C1=O,6,-3,13,12,12,3,-0.4,2
Cc1c(NC(=S)N/N=C/c2cccc(O)c2)c(=O)n(-c2ccccc2)n1C,5,2,6,-6,-6,-3,0.7,-7
CCN1C(=O)c2ccccc2S(=O)(=O)c2ccc(C(=O)NCCCN(CC(C)C)CC(C)C)cc21,11,-5,1,32,8,-1,-1.3,-8
CC(SC1CCCC1)C(=O)NC(C)(C#N)C(C)C (centres undefined),18,-2,7,6,-2,2,-0.9,4
CC1=CC(c2ccccc2)=NS(=O)(=O)N1,-5,x,x,0,28,1,1.9,x
CN1CCN(C(=O)c2cn(-c3ccccc3)nc2-c2cccnc2)CC1,-2,1,-6,-1,-5,-3,0.4,7
CCOc1ccc(N2C(=O)CC(NC3CCN(C(=O)c4cccc(Cl)c4)CC3)C2=O)cc1 (centres undefined),-24,18,1,-16,7,2,-0.1,5

Next part
SMILES,697 NFkB inh,APJ agonist,APJ antagonist,Mdm2 MdmX PPI,tim23-1 inh,UPR XBP1 act,UPR CHOP act,Jurkat NFkB inh
CC1Cc2cc(S(=O)(=O)NCCC(=O)N(C)Cc3ccccc3)ccc2N1C(=O)C1CC1 (centres undefined),-13,8,9,13,20,-2,2.1,10
O=C1CCC(C(=O)Nc2cccc3ccccc23)N1 (centres undefined),10,-2,11,22,3,-1,0.6,13
CCN(CC)S(=O)(=O)c1cccc(C(=O)Nc2cc(C)nn2-c2ccccc2)c1,5,-3,10,-15,9,-5,-1.2,8
COc1ccc(OC)c(NC(=O)C2CCN(C(=O)C3CC(=O)N(c4ccc(C)cc4)C3)CC2)c1 (centres undefined),-2,1,13,5,19,-5,1.3,-13
Cc1ccc(S(=O)(=O)N2CCN(C(=O)COc3ccc(C)nc3[N+](=O)[O-])CC2)c(C)c1,11,-3,12,4,22,0,-1.2,6
COc1ccc(CCNC(=O)Nc2cccs2)c(OC)c1,4,1,-15,11,32,0,1.6,-1
CCOc1ncccc1C(=O)OCC(=O)N(CC(C)C)c1c(N)n(Cc2ccccc2)c(=O)[nH]c1=O,10,-4,10,21,19,-4,-0.8,3
COc1ccc(C(=O)NCc2ccccc2)cc1S(=O)(=O)N1CCCc2ccccc21,9,-2,-4,30,26,-1,0.1,-6
CSc1ccccc1OC1CCN(Cc2ccccc2)CC1,-25,-2,9,10,3,0,-0.5,-5
C/C(N)=C(/C#N)C(=O)COc1ncnc2ccccc12,19,5,3,-38,-1,0,-0.9,-5
COc1cc2[nH]c(=S)n(Cc3ccc(C)o3)c(=O)c2cc1OC,-9,1,0,2,1,1,-1.0,8
O=[N+]([O-])c1ccc(O)c(/C=N/Nc2nn[nH]n2)c1,7,-3,14,-29,10,0,2.2,15
CNc1cccccc1=S,8,1,-13,27,-7,-2,-1.7,12
O=C(Nc1ccc(O)c(C(=O)O)c1)c1ccc2c(c1)C(=O)N(CC1CCCO1)C2=O (centres undefined),1,-3,11,-6,14,-4,-1.3,11
CCC(Sc1nc(-c2ccccc2)c(C#N)c(=O)[nH]1)C(=O)Nc1nnc(C)s1 (centres undefined),-13,5,-5,-5,17,-4,-2.1,-17
Cc1ccc(-n2nnnc2C(Cl)(Cl)c2nnnn2-c2ccc(C)cc2)cc1,0,34*,-28,-19,48,-4,4.7,8
CN(C)S(=O)(=O)c1cccc(NC(=O)c2ccc(OC(F)(F)F)cc2)c1,22,3,-4,22,20,2,-1.5,1
O=C(NCCCNCCCNC(=O)c1ccc(/C=N/O)nc1)c1ccc(/C=N/O)nc1,-4,-1,-8,-10,-3,-3,0.3,-14
O=C(CNC(=O)c1cccc(S(=O)(=O)N2CCc3ccccc32)c1)Nc1ccc(F)c(F)c1F,-31,5,-2,81*,-10,-5,0.2,-4
O=c1c2ccccc2ncn1CCCSc1ccccc1,-8,-4,-2,-30,-12,2,2.0,-9
O=C(COc1ccc(Cl)cc1)NNC(=O)c1ccccc1C(=O)O,21,-4,14,19,-2,-2,-0.6,4
C=CCN(c1ccccc1)S(=O)(=O)c1cccc(C(=O)Nc2ccc(N3CCOCC3)cc2)c1,-19,-2,21,14,-9,-3,1.0,2
CS(=O)(=O)Nc1ccccc1C(=O)NCc1ccccc1Cl,10,-1,-17,-8,-1,0,-1.1,-16
CC(Oc1cc2oc(=O)c3c(c2cc1Cl)CCC3)C(=O)NCc1cccnc1 (centres undefined),5,-5,27,-5,14,-2,2.9,5

Part of the list above, as labelled records:
CCC(Sc1nc(-c2ccccc2)c(C#N)c(=O)[nH]1)C(=O)Nc1nnc(C)s1 (centres undefined)
  697 NFkB inh: -13; APJ agonist: 5; APJ antagonist: -5; Mdm2 MdmX PPI: -5; tim23-1 inh: 17; UPR XBP1 act: -4; UPR CHOP act: -2.1; Jurkat NFkB inh: -17

C/C(N)=C(/C#N)C(=O)COc1ncnc2ccccc12
  697 NFkB inh: 19; APJ agonist: 5; APJ antagonist: 3; Mdm2 MdmX PPI: -38; tim23-1 inh: -1; UPR XBP1 act: 0; UPR CHOP act: -0.9; Jurkat NFkB inh: -5

Assay outcomes as filed in PubChem BioAssay.
